Source: PubChem BioAssay (The Scripps Research Institute Molecular Screening Center)
GPR151 ag = activators of human GPR151, primary screen, cell-based, PathHunter beta-arrestin, luminescence; PathHunter beta-arrestin GPR151 cells; activation, % at 11.2 µM; actives 1% (n = 650,000); in the data active = activation above about 4.9%;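 note: 0% = median of compound wells and 100% = cells with positive control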
Target sequence (Q8TDV0 whole entry, looked up): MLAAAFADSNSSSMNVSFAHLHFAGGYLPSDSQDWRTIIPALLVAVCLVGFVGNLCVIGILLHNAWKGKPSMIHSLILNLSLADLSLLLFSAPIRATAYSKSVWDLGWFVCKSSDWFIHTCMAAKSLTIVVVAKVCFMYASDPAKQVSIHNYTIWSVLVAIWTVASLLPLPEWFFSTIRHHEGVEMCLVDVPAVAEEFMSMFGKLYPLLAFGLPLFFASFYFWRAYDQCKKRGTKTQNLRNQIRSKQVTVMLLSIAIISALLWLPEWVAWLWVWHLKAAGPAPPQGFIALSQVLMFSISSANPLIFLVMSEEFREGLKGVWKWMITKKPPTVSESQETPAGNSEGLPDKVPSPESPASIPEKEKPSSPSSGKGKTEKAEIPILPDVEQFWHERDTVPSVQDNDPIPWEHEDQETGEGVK
FBW7 act = FBW7 E3 ligase activators, primary screen, biochemical, AlphaScreen, human. normalized activity (activation), % at 26.1 µM. AID 1259310, 2017. actives 0.13% (n = 650,000). AlphaScreen FBW7–phospho-cyclin E peptide binding, activator screen. F-box/WD repeat-containing protein 7 (Homo sapiens), Q969H0; in the data active = normalized activity above about 1.9%;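 note: purified mutant Fbw7 with reduced substrate affinity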
MITF inh = MITF inhibitors, primary screen, biochemical, AlphaScreen, human; AlphaScreen MITF homodimerization, bead proximity signal; inhibition, % at 2.6 µM; Microphthalmia-associated transcription factor (Homo sapiens), O75030; AID 1259374, 2018; actives 0.91% (n = 650,000); in the data active = inhibition above about 50%;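 note: 0% = vehicle wells with protein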
Target sequence (O75030 whole entry, looked up): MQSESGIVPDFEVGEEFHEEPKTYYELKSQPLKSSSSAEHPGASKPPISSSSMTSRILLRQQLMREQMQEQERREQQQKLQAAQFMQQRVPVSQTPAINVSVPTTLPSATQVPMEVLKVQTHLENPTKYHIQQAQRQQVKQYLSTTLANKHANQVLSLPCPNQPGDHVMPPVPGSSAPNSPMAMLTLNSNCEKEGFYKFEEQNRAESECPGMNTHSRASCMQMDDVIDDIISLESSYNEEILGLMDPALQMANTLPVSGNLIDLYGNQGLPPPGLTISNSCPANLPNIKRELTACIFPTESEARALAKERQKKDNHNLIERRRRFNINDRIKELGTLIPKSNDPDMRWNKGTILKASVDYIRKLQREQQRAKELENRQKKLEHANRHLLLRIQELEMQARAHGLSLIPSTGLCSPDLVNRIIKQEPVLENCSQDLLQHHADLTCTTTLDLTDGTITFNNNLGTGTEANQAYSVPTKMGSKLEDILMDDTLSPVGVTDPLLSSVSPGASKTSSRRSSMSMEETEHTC
TEAD-YAP block = TEAD-YAP interaction inhibition, primary screen, TEAD-YAP interaction inhibitor project, luminescence, HEK-TIYL cells | AID 1259422, 2018 | actives 1.4% (n = 640,000) | TEAD-Gal4/YAP UAS-luciferase luminescence | inhibition, % at 9.12 µM; in the data active = inhibition above about 32%;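 note: 0% = median of test compound wells and 100% = reference inhibitor wells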
An asterisk follows results filed as active.

SMILES	GPR151 ag	FBW7 act	MITF inh	TEAD-YAP block
CC1=C(C(=O)N(C)C)C(c2ccc(C#N)cc2)NC(=O)N1 (centres undefined)	3.1	0.2	11	-2
CCNC(=O)N1CCC(c2nc(-c3ccc(S(C)(=O)=O)cc3)no2)CC1	-0.5	0.1	-4	8
COc1cccc(OC)c1C(=O)OCC(=O)N1C(C)CCCC1C (centres undefined)	0.2	-0.1	-7	-5
O=C(c1ccccc1F)N1CCN(c2ccc(-c3cccnc3)nn2)CC1	-0.8	-0.1	5	-10
O=C(N/N=C/c1ccc(O)cc1O)c1cccc(NC(=O)c2ccc(F)cc2)c1	0.3	-0.6	19	4
O=C(COc1ccc2ccccc2c1)Nc1ccccc1CO	1.0	-0.1	-19	-28
CCOc1ccc(C2C(C(=O)Nc3cccc(C(F)(F)F)c3)c3ccccc3C(=O)N2CCN2CCOCC2)cc1 (centres undefined)	0.2	0.1	20	-5
COc1ccc(-c2cc(N)n(CCC#N)n2)c(OC)c1	-0.9	0.0	-3	-8
CCCS(=O)(=O)NCc1c(C)ncc2c1CCN(C(=O)/C=C/c1ccccc1)C2	0.9	-0.1	5	9
CN(C)c1cccc2c(S(=O)(=O)Nc3nccnc3-c3ccc(C=O)cc3)cccc12	5.9*	0.1	2	2
CC1=C(C(=O)OCc2ccc3c(c2)OCO3)C(c2ccc([N+](=O)[O-])cc2)NC(=O)N1 (centres undefined)	-0.4	0.0	4	76*
COc1ccc(NC(=O)C/C(C)=N/NC(=O)c2cnccn2)c(OC)c1	-1.1	1.3	15	-38
O=C(COc1ccc(Cl)cc1)N1CCN(c2ccccn2)CC1	0.0	-0.1	9	2
COc1cccc(/C=N/Nc2ccc(S(=O)(=O)N3CCOCC3)cc2[N+](=O)[O-])c1	0.2	-0.2	-4	5
O=C(/C=C/c1ccc(F)cc1)N1CCN(c2ccc(-c3cccnc3)nn2)CC1	0.1	-0.4	-4	-3
COc1ccc(C2(NC(=O)Cc3nc4nc(C)cc(=O)n4[nH]3)CCCCC2)cc1	-0.7	0.0	-2	7
Oc1ccccc1Nc1nc2ccc(Cl)cc2n2cnnc12	0.1	0.2	7	6
O=C(COC(=O)c1ccc([N+](=O)[O-])s1)NCC12CC3CC(CC(C3)C1)C2	-0.7	0.0	4	0
O=S(=O)(NC1Cc2ccccc2C1N1CCCC(C(F)(F)F)C1)c1ccccc1 (centres undefined)	2.1	0.0	5	-5
COc1ccc2cc(CCNS(=O)(=O)c3ccccc3)c(=O)[nH]c2c1	-0.6	0.0	18	-6
O=C(CCCn1cc([N+](=O)[O-])cn1)Nc1ccc(F)cc1	-1.1	-0.1	-2	8
Cc1ccc(-c2nc(NC(=O)CCCOc3ccccc3C)sc2C)cc1	-0.5	0.0	-10	-4
Cc1cnnn1-c1ccc([N+](=O)[O-])cc1	0.3	-0.4	-9	8
O=C(Cn1ncc2c(=O)oc3ccccc3c21)NCC1CCCO1 (centres undefined)	0.2	-0.1	0	-2
Cc1cccc(NS(=O)(=O)c2cccc3c(S(=O)(=O)Nc4cccc(C)c4)cccc23)c1	2.3	0.0	2	7
CSCc1nnc(NC(=O)c2ccc(S(=O)(=O)N3CC(C)CC(C)C3)cc2)o1 (centres undefined)	1.2	0.0	-3	-10
C=CCN1C(=O)S/C(=C\c2ccc(CC)s2)C1=O	0.7	0.0	-5	-59
CC(=O)Nc1cccc(Oc2nnc(-c3ccc(C)cc3)c3ccccc23)c1	-0.2	0.0	-8	2
O=C(COc1ccc(-c2nnc(N3CCOCC3)c3ccccc23)cc1)N1CCCCC1	-0.3	0.0	0	8
COc1ccc(C(=O)Nc2cc3ccccc3cc2NC(=O)c2ccc(OC)cc2)cc1	-0.6	0.1	17	-15
Cc1ccc(S(=O)(=O)/N=C2/NC(=O)/C(=C/c3ccco3)S2)cc1	1.0	0.0	9	1
COC(=O)c1ccc2c(=O)n3nc(Nc4ccccc4F)sc3nc2c1	0.1	0.0	-5	1
Cc1ccc2nc(-c3ccccc3)cc(C(N)=O)c2c1	2.9	-0.1	-1	-4
C/C(=C\c1ccco1)CN1CCc2nnc(-c3ccccc3)n2CC1	1.6	0.0	8	7
O=C(NC1CCCCC1)OCn1c(=O)oc2cc(Cl)ccc21	-1.8	0.2	16	2
C/C(CC(=O)Nc1ccc(N(C)C)cc1)=N\NC(=O)Cc1cnc(N)s1	4.0	-1.6	3	-1
Cc1ccc(-n2nc3c(c2NC(=O)c2cc([N+](=O)[O-])ccc2Cl)CSC3)cc1	-0.5	-0.1	5	63*
CNc1ccc(S(=O)(=O)N(C)Cc2cc(C)ccc2C)cc1[N+](=O)[O-]	0.0	0.0	4	7
Cc1cc(C(=O)OCC(=O)N(C)C)ccc1[N+](=O)[O-]	-3.1	1.0	12	0
CCCN1CCN(c2ncnc3sc(C(=O)Nc4cc(Cl)c(OC)cc4OC)c(C)c23)CC1	-0.3	-0.1	5	4
O=C(C1CCN(Cc2nc(-c3ccccn3)no2)CC1)N1CCCCC1	2.6	-0.1	2	4
Cn1c(/C(C#N)=C/c2ccccc2C(F)(F)F)nc2ccccc21	0.0	-0.1	-12	9
N#CC(C#N)=C(/C=C/c1cccs1)C1CC1	1.6	0.0	-10	1
CCOC(=O)C1=C(N)N(c2cccc(C)c2)C2=C(C(=O)CCC2)C1c1cc(OC)c(OC)c(OC)c1 (centres undefined)	1.8	0.0	6	6
COCc1cc(C)nc2sc3c(=O)n(-c4cc(Br)cc5cccnc45)nnc3c12	0.6	0.0	-7	-9
O=c1[nH]c(=O)n(Cc2ccccc2)c(O)c1C=Nc1ccc(Cl)cc1	1.2	-0.1	-17	3
COc1ccccc1NC(=O)C1CC(=O)N(c2ccc(Br)cc2)C1 (centres undefined)	-1.0	-0.1	2	2
C=CCN(c1ccccc1)S(=O)(=O)c1ccc2[nH]cc(C(=O)O)c(=O)c2c1	-0.4	-0.1	57*	6
CN1C(=O)c2cccc(NC(=O)c3cc4c(ccc5ccccc54)oc3=O)c2C1=O	-0.8	0.0	-1	6
CC/C(C)=N/NC(=O)c1cccc([N+](=O)[O-])c1	0.5	-0.1	-8	-3
COc1ccc(NC(=O)c2cc([N+](=O)[O-])ccc2N2CCC(C)CC2)cc1	3.9	-0.2	-13	8
COC(=O)c1ccc(-n2c(C)cc(/C=C3/SC(=S)NC3=O)c2C)cc1	2.8	-0.1	6	-6
O=C(NCCc1ccccc1)c1cc2ncc(Br)cn2n1	-1.2	0.2	-28	-33
CCOc1ccccc1NC(=O)COC(=O)CC(NC(N)=O)c1ccc(Cl)cc1 (centres undefined)	-0.6	0.0	2	-2
Cc1cccc(CC(=O)Nc2cnn(-c3cccc(C(=O)Nc4ccc(C(C)(C)C)cc4)c3)c2)c1	-0.5	0.1	15	4
COc1ccc(OC)c(C2NC(=O)NC(C)=C2C(=O)OCCc2ccccc2)c1 (centres undefined)	0.3	0.0	-9	7
CC1=C(n2nnc([N+](=O)[O-])n2)C(c2ccccc2)C(C#N)=C(N)O1 (centres undefined)	-1.1	0.4	15	21
Cc1cc(C(C#N)c2cccc(Cl)c2)n2ncnc2n1 (centres undefined)	-1.0	0.0	-6	-11
Cc1ccc(C)c(NC(=O)C(=O)NCC(C)O)c1 (centres undefined)	-0.4	0.1	-5	-5
O=C(O)CSc1nnc(-c2cccc(S(=O)(=O)N3CCCCC3)c2)o1	1.2	-0.1	7	9

Shown with values under each structure: entries from further up
The line under a structure holds: GPR151 ag	FBW7 act	MITF inh	TEAD-YAP block
> N#CC(C#N)=C(/C=C/c1cccs1)C1CC1
  1.6	0.0	-10	1
> CCOC(=O)C1=C(N)N(c2cccc(C)c2)C2=C(C(=O)CCC2)C1c1cc(OC)c(OC)c(OC)c1 (centres undefined)
  1.8	0.0	6	6
> COCc1cc(C)nc2sc3c(=O)n(-c4cc(Br)cc5cccnc45)nnc3c12
  0.6	0.0	-7	-9
> O=c1[nH]c(=O)n(Cc2ccccc2)c(O)c1C=Nc1ccc(Cl)cc1
  1.2	-0.1	-17	3
> COc1ccccc1NC(=O)C1CC(=O)N(c2ccc(Br)cc2)C1 (centres undefined)
  -1.0	-0.1	2	2
> C=CCN(c1ccccc1)S(=O)(=O)c1ccc2[nH]cc(C(=O)O)c(=O)c2c1
  -0.4	-0.1	57*	6
> CN1C(=O)c2cccc(NC(=O)c3cc4c(ccc5ccccc54)oc3=O)c2C1=O
  -0.8	0.0	-1	6
> CC/C(C)=N/NC(=O)c1cccc([N+](=O)[O-])c1
  0.5	-0.1	-8	-3
> COc1ccc(NC(=O)c2cc([N+](=O)[O-])ccc2N2CCC(C)CC2)cc1
  3.9	-0.2	-13	8
> COC(=O)c1ccc(-n2c(C)cc(/C=C3/SC(=S)NC3=O)c2C)cc1
  2.8	-0.1	6	-6
> O=C(NCCc1ccccc1)c1cc2ncc(Br)cn2n1
  -1.2	0.2	-28	-33
> CCOc1ccccc1NC(=O)COC(=O)CC(NC(N)=O)c1ccc(Cl)cc1 (centres undefined)
  -0.6	0.0	2	-2
> Cc1cccc(CC(=O)Nc2cnn(-c3cccc(C(=O)Nc4ccc(C(C)(C)C)cc4)c3)c2)c1
  -0.5	0.1	15	4
> COc1ccc(OC)c(C2NC(=O)NC(C)=C2C(=O)OCCc2ccccc2)c1 (centres undefined)
  0.3	0.0	-9	7
> CC1=C(n2nnc([N+](=O)[O-])n2)C(c2ccccc2)C(C#N)=C(N)O1 (centres undefined)
  -1.1	0.4	15	21
> Cc1cc(C(C#N)c2cccc(Cl)c2)n2ncnc2n1 (centres undefined)
  -1.0	0.0	-6	-11
> Cc1ccc(C)c(NC(=O)C(=O)NCC(C)O)c1 (centres undefined)
  -0.4	0.1	-5	-5
> O=C(O)CSc1nnc(-c2cccc(S(=O)(=O)N3CCCCC3)c2)o1
  1.2	-0.1	7	9

More results follow:
SMILES	GPR151 ag	FBW7 act	MITF inh	TEAD-YAP block
CCN1C(=O)CC(N2CCC(C(=O)N3CCCCCC3)CC2)C1=O (centres undefined)	-0.7	0.0	4	13
Cc1sc(NC(=O)c2ccco2)c(C(c2ccc(F)cc2)N2CCOCC2)c1C (centres undefined)	-0.5	-0.1	-5	5
COc1ccc(NC(=O)Cn2ccc3ccccc3c2=O)cc1OC	-0.2	0.1	-17	-6
N#Cc1cc(Br)ccc1OCC(=O)N/N=C\c1ccc(Cl)c([N+](=O)[O-])c1	-0.5	-0.1	-2	-8
COc1cccc(C2=NN3C(C2)c2cc(Cl)ccc2OC3c2ccc(OC)c(OC)c2)c1 (centres undefined)	-1.7	0.7	4	-48
CSc1ccc(/C=N\NC(=O)c2ccc(C)nc2)cc1	-1.0	0.1	45	7
CCCCC(=O)Oc1ccc2c(C)cc(=O)oc2c1	1.2	-0.1	5	1
CCc1noc(C)c1C(=O)N1Cc2cc(C)ccc2OC(c2ccsc2)C1 (centres undefined)	-0.8	-0.2	2	-8
C/C(CC(=O)NC1CCCCC1)=N\NC(=O)c1ccc(Br)cc1	-0.9	1.5	1	7
O=c1c2nnn(-c3ccc(Br)cc3)c2ncn1Cc1ccccn1	-0.7	0.2	8	9
Cn1c(=O)cc(-c2ccccc2)[nH]c1=O	1.3	-0.1	-1	12
Cc1c(S(=O)(=O)NCc2csc(-c3cccs3)n2)cnn1-c1ccccc1	0.5	0.9	14	5
Cc1ccc(NC(=O)c2ccccc2N2C(=O)C3C4C=CC(C5CC45)C3C2=O)cc1C (centres undefined)	-0.1	0.0	20	2
O=c1oc(-c2cccc3ncccc23)nn1CCN1CCCCC1	0.0	0.0	4	-5
O=C(NCCCn1ccnc1)C1CC12CCN(C(=O)c1ccccc1C(F)(F)F)CC2 (centres undefined)	-1.1	0.0	8	-3
CC(C)(CO)NCc1ccc2c(c1)OCO2	2.0	0.4	16	-8
COC(=O)C(CCSC)NC(=O)c1cc(Cc2ccccc2Cl)no1 (centres undefined)	1.6	0.1	-16	-20
O=C(CSc1ccccc1F)NNC(=O)c1cnccn1	3.0	0.0	15	-1
CC(C)CC(=O)Nc1nnc(S(=O)(=O)N2CCCCC2)s1	0.2	0.2	4	4
CS(=O)(=O)N1CCCCC1C(=O)Nc1nc2c(s1)COc1ccccc1-2 (centres undefined)	-1.2	0.4	18	30
CCOc1ccc(NC(=S)NN)cc1	1.5	0.3	9	5
CCc1cc(C(=O)OC)c(NC(=S)Nc2c(C)n(C)n(-c3ccccc3)c2=O)s1	-0.4	-0.1	-12	-1
COc1cc(Br)c(/C=C2\N=C(c3ccc(NC(C)=O)cc3)OC2=O)cc1OC	1.9	0.0	-4	12
CCC(C(=O)N1CCOCC1)n1c2ccccc2c2nc(=O)cc(C)n21 (centres undefined)	0.7	-0.3	2	4
C=CCOC(=O)/C(=C\c1cccc([N+](=O)[O-])c1)NC(=O)c1ccccc1	0.5	-0.1	0	5
CCOc1ccccc1NC(=O)CN(Cc1ccccc1)S(=O)(=O)c1ccc(C)cc1	0.6	0.4	0	13
CC1CN(C(=O)Cn2c(=O)oc3ccccc32)CC(C)O1 (centres undefined)	0.0	0.2	6	2
Cc1ccc(OCCn2c(SCCC(=O)O)nc3c(N)ncnc32)cc1	-0.1	-0.1	5	-2
COC(=O)C1CCN(C(=O)c2ccccc2Oc2ccccc2)CC1	0.0	-0.1	-3	0
CN(C)/C=C1/C=C(c2ccccc2)SC1=S	0.4	-0.1	2	22
COC(=O)c1cccc(CC2(C)C(=O)Nc3ccc(F)cc32)c1 (centres undefined)	-0.4	-0.1	-10	4
COCC1=C(C(=O)OC)C(c2ccc(N(C)C)cc2)n2nnnc2N1 (centres undefined)	-0.2	-0.1	2	-4
